yeast sgs1 mgt1: NCI yeast anticancer drug screen, S. cerevisiae sgs1 mgt1 strain. growth inhibition, % at 50 µM. 10% of 78,000 active;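 also: 0% = growth of vehicle-only cultures of the same strain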
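Growth of a repair-deficient yeast mutant was monitored after compound treatment and expressed as inhibition relative to vehicle-treated cultures.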
bub3: NCI yeast anticancer drug screen, S. cerevisiae bub3 mutant strain; growth inhibition, % at 50 µM; 9.9% of 78,000 active;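 also: 0% = growth of vehicle-only cultures of the same strain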
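Screening used yeast with an engineered genetic alteration affecting cell cycle control. Compound-exposed cultures were compared with vehicle cultures, and reduced growth was taken as inhibition.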
yeast cln2 rad14: NCI yeast anticancer drug screen, S. cerevisiae cln2 rad14 strain; % growth inhibition at 50 µM; 8.3% of 78,000 active; AID 165;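 also: 0% = growth of vehicle-only cultures of the same strain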
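Strain: cln2 rad14 yeast, altered in cell cycle control and DNA damage repair. Read-out: growth inhibition vs vehicle.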
rad50: NCI yeast anticancer drug screen, S. cerevisiae rad50 strain; AID 155; 10% of 79,000 active; % growth inhibition at 50 µM;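 also: 0% = growth of vehicle-only cultures of the same strain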
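Inhibition values express reduced yeast growth in compound-treated cultures relative to vehicle-treated controls.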
yeast mlh1 rad18: NCI yeast anticancer drug screen, S. cerevisiae mlh1 rad18 strain; % growth inhibition at 50 µM; 11% of 79,000 active; AID 175;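 also: 0% = growth of vehicle-only cultures of the same strain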
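Read-out is yeast growth inhibition, calculated against vehicle-only controls. The compound was applied to a strain engineered with DNA damage repair alterations.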
yeast mec2-1: NCI yeast anticancer drug screen, S. cerevisiae mec2-1 strain; % growth inhibition at 50 µM; 9% of 79,000 active; AID 157;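 also: 0% = growth of vehicle-only cultures of the same strain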
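Growth inhibition is read against vehicle-treated controls after compound exposure of the mec2-1 yeast strain, which is defective in DNA damage repair or cell cycle control.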
The depositor's hits bear a star; . = no result given; & = joins results of further samples. Rule as the data show it: active = growth inhibition above about 70%; inactive = the rest.

Field names: A = yeast sgs1 mgt1; B = bub3; C = yeast cln2 rad14; D = rad50; E = yeast mlh1 rad18; F = yeast mec2-1
O=C(N/C(=C\c1ccccc1)C(=O)N1CCNCC1)c1ccccc1
  A: 1	B: 1	C: -27	D: -1	E: 10	F: 5

O=C1C=C(C2CCCCC2)C(=O)c2ccccc21
  A: 15	B: 58	C: 18	D: 17	E: 10	F: 3

COC(=O)CCCCC(=O)N(C(C)C)C(C)C
  A: -20	B: -4	C: 76*	D: -9	E: 19	F: -14

CCOC(=O)C1=[N+]([O-])OC2=C(O)CCCC21 (stereo not given)
  A: 9	B: 2	C: -9	D: 6	E: -19	F: 2

COC(=O)C(CCCCNC(=O)C1CSC(C)(C)N1C=O)NC(=O)C1CSC(C)(C)N1C=O (stereo not given)
  A: 5	B: -6	C: -18	D: 46	E: -5	F: -22

CC(=O)/C(=C/n1c(=S)sc2ccccc21)C(=O)Nc1ccccc1C
  A: 54	B: 9	C: 16	D: -4	E: 42	F: 1

O=C(CCC(NC(=O)OCc1ccccc1)C(=O)OCc1ccccc1)Nc1ccc(OCc2ccccc2)cc1 (stereo not given)
  A: -18	B: -37	C: -15	D: 16	E: -38	F: -19

O=C(C[n+]1cccc2ccccc21)c1ccc(-c2ccc(C(=O)C[n+]3cccc4ccccc43)cc2)cc1
  A: 46	B: 46	C: 32	D: 62	E: 86*	F: 50

COc1ccccc1/C=C1\NC(=S)N(/C=C2\C(=O)Oc3ccccc3C2=O)C1=O
  A: 73*	B: 79*	C: 65	D: 73*	E: 86*	F: 30

O=C1c2ccccc2C(=O)N1CC1CC(S(=O)(=O)c2ccccc2)=NO1 (stereo not given)
  A: 0	B: -8	C: 0	D: -2	E: 5	F: -15

CCC(=O)C(CC)c1cccc(OC)c1 (stereo not given)
  A: 12	B: 10	C: 25	D: 17	E: 21	F: -4

COc1c2occc2c(Cl)c2ccc(=O)oc12
  A: 42	B: 6	C: 10	D: 61	E: 21	F: 4

COc1cc2c(cc1O)CCCCC2
  A: 7	B: -8	C: 0	D: 41	E: 43	F: -29

NC(N)=NC(N)=Nc1ccccc1 (tested in a mixture with another compound)
  A: 67	B: 50	C: 24	D: 57	E: 47	F: 36

O=[N+]([O-])c1ccc(C2CN=NN2c2ccccc2)cc1 (stereo not given)
  A: 27	B: 41	C: -31	D: -2	E: 20	F: -1

Cc1cc(=O)[nH]c(NN2C(Cl)C(=O)C2c2ccccc2O)n1 (stereo not given)
  A: 13	B: -9	C: 3	D: 16	E: -14	F: -32

CCCCCC#CC1OC12CCCCC2 (stereo not given)
  A: -15	B: -20	C: -15	D: -7	E: -38	F: -16

CN1C(=O)NC(C)(CCOCc2ccccc2)C1=O (stereo not given)
  A: 0	B: 7	C: -1	D: 9	E: 9	F: 0

CC1=CC(C)(C)[C@H]2O[C@@]3(O)C[C@]4(C)[C@H]5C[C@@](C(C)C)(O[C@H]4c4ccoc4)O[C@H]4[C@]5(C3)O[C@@]1(O)[C@]24O
  A: -12	B: -13	C: -15	D: 5	E: -4	F: 0

CN(C)c1ccc(/C=C/c2nc3ccc(Cl)cc3[nH]2)cc1
  A: -2	B: -8	C: 6	D: -6	E: -14	F: 0

CCN(CC)C(=O)C1CCN(C(C)=O)CC1
  A: -13	B: 8	C: -7	D: -35	E: -20	F: -15

CC1(C)OC(CI)C(COS(C)(=O)=O)O1 (stereo not given)
  A: 4	B: -11	C: -25	D: 4	E: -2	F: 3

COC(=O)c1ccccc1C(=O)c1ccccc1
  A: 4	B: -6	C: -5	D: -2	E: 8	F: 9

O=S1(=O)CCC2=CC(C(F)(F)F)=CC(C(F)(F)F)=CN21
  A: 94*	B: 97*	C: 84*	D: 96*	E: 97*	F: 98*

O=C(ON=C1c2ccccc2C(Br)C(Br)c2ccccc21)c1cc([N+](=O)[O-])cc([N+](=O)[O-])c1 (stereo not given)
  A: 29	B: 21	C: -1	D: 16	E: 28	F: 9

Cc1ccc(NC(=O)C(=O)C(C#N)c2nc(-c3ccc(-c4ccccc4)cc3)cs2)c(C)c1 (stereo not given)
  A: 19	B: 5	C: 28	D: 8	E: -10	F: -3

Cc1nc2nc(NCCCN(C)C)nc(NCCCN(C)C)c2nc1C
  A: 22	B: 21	C: 24	D: 19	E: 15	F: 1

COC(=O)c1ccc(CS(=O)(=O)c2ccccc2)cc1
  A: 5	B: 15	C: 7	D: 2	E: -12	F: -6

COc1cc(C(=O)N2CCN(c3ccccc3)CC2)c2ccccc2n1
  A: 11	B: 9	C: 18	D: -4	E: 3	F: 4

C=C1C(=O)O[C@@H]2[C@H]3C(C)=CC[C@H]3C(C)=CC[C@@H]12
  A: -14	B: 8	C: 25	D: -8	E: 8	F: -15

Among those listed so far, these contain two or more sulfur atoms.
Field names: A = yeast sgs1 mgt1; B = bub3; C = yeast cln2 rad14; D = rad50; E = yeast mlh1 rad18; F = yeast mec2-1
COC(=O)C(CCCCNC(=O)C1CSC(C)(C)N1C=O)NC(=O)C1CSC(C)(C)N1C=O (stereo not given)
  A: 5	B: -6	C: -18	D: 46	E: -5	F: -22

CC(=O)/C(=C/n1c(=S)sc2ccccc21)C(=O)Nc1ccccc1C
  A: 54	B: 9	C: 16	D: -4	E: 42	F: 1

Back to the main list; the 7 compounds before the break are reprinted first.
Field names: A = yeast sgs1 mgt1; B = bub3; C = yeast cln2 rad14; D = rad50; E = yeast mlh1 rad18; F = yeast mec2-1
O=S1(=O)CCC2=CC(C(F)(F)F)=CC(C(F)(F)F)=CN21
  A: 94*	B: 97*	C: 84*	D: 96*	E: 97*	F: 98*

O=C(ON=C1c2ccccc2C(Br)C(Br)c2ccccc21)c1cc([N+](=O)[O-])cc([N+](=O)[O-])c1 (stereo not given)
  A: 29	B: 21	C: -1	D: 16	E: 28	F: 9

Cc1ccc(NC(=O)C(=O)C(C#N)c2nc(-c3ccc(-c4ccccc4)cc3)cs2)c(C)c1 (stereo not given)
  A: 19	B: 5	C: 28	D: 8	E: -10	F: -3

Cc1nc2nc(NCCCN(C)C)nc(NCCCN(C)C)c2nc1C
  A: 22	B: 21	C: 24	D: 19	E: 15	F: 1

COC(=O)c1ccc(CS(=O)(=O)c2ccccc2)cc1
  A: 5	B: 15	C: 7	D: 2	E: -12	F: -6

COc1cc(C(=O)N2CCN(c3ccccc3)CC2)c2ccccc2n1
  A: 11	B: 9	C: 18	D: -4	E: 3	F: 4

C=C1C(=O)O[C@@H]2[C@H]3C(C)=CC[C@H]3C(C)=CC[C@@H]12
  A: -14	B: 8	C: 25	D: -8	E: 8	F: -15

Nc1ccc(CCc2ccc(N)cc2)cc1
  A: -18&-34	B: -19&7	C: -21&-49	D: -24&3	E: -9&12	F: -19&-7

COc1cccc2c1C(=O)c1c(O)c3c(c(O)c1C2=O)CC(O)(C(C)=O)CC3OC1CC(NCC2(O)OCC(O)C(O)C2O)C(O)C(C)O1 (stereo not given)
  A: 80*	B: 83*	C: 73*	D: 85*	E: 88*	F: 87*

COc1ccccc1N=Nc1c(-c2ccccc2)nn(C(=O)CC(=O)Nc2cccc(C)c2)c1-c1ccccc1
  A: 5	B: 52	C: 6	D: 29	E: 27	F: 18

COC(=O)c1cccc2c1CC1c3[nH]c4ccccc4c3CCN1C2 (stereo not given)
  A: 11	B: 5	C: 1	D: 9	E: 16	F: 5

O=C(Cc1csc(N=Nc2c(O)[nH]c3ccccc23)n1)Nc1ccccc1
  A: -6	B: -7	C: -9	D: -16	E: 11	F: -24

CC1CC=CC(O)C1 (stereo not given)
  A: 4	B: 4	C: -2	D: -1	E: -4	F: -7

CO/N=C1\CC(NC(=O)C(F)(F)F)c2ccsc21 (stereo not given)
  A: 8	B: -3	C: 13	D: 12	E: 39	F: 7

O=C(OCC1CCCO1)c1ccc([N+](=O)[O-])cc1 (stereo not given)
  A: 13	B: 31	C: 10	D: 2	E: 12	F: 22

Nc1cc(=O)[nH]c(=S)n1-c1ccccc1
  A: -12	B: -2	C: -16	D: -7	E: -10	F: 2

CC1=NN2C(=O)C(C)SC2=NC(C)(C)C1 (stereo not given)
  A: -3	B: -8	C: 29	D: -6	E: -16	F: -18

Cc1c(C)c2ccc3oc4ccccc4c3c2oc1=O
  A: -15	B: -7	C: 0	D: -27	E: -27	F: -16

CCn1c(O)c(C=Nc2ccccc2)s/c1=N/Nc1nc(C)c(C(C)=O)s1
  A: 17	B: 43	C: 16	D: 25	E: 21	F: 5

COc1cc(NCCCCCNC(C)C)c2nccc(C)c2c1
  A: 57	B: 28	C: 29	D: 42	E: 51	F: 43

C/C(CC(=O)Nc1ccc(Cc2ccc(Br)cc2)cc1)=N/Nc1ccc([N+](=O)[O-])cc1[N+](=O)[O-]
  A: 31	B: 4	C: 16	D: 25	E: 25	F: 13

CC(CC(C)(C)[N+](C)(C)C)[N+](C)(C)C (stereo not given)
  A: 96*	B: 96*	C: 91*	D: 93*	E: 94*	F: 96*

Quoted at random: 5 records from the list, in no set order.
Field names: A = yeast sgs1 mgt1; B = bub3; C = yeast cln2 rad14; D = rad50; E = yeast mlh1 rad18; F = yeast mec2-1
Cc1c(C)c2ccc3oc4ccccc4c3c2oc1=O
  A: -15	B: -7	C: 0	D: -27	E: -27	F: -16

CC1=NN2C(=O)C(C)SC2=NC(C)(C)C1 (stereo not given)
  A: -3	B: -8	C: 29	D: -6	E: -16	F: -18

COc1cc(NCCCCCNC(C)C)c2nccc(C)c2c1
  A: 57	B: 28	C: 29	D: 42	E: 51	F: 43

CCn1c(O)c(C=Nc2ccccc2)s/c1=N/Nc1nc(C)c(C(C)=O)s1
  A: 17	B: 43	C: 16	D: 25	E: 21	F: 5

CO/N=C1\CC(NC(=O)C(F)(F)F)c2ccsc21 (stereo not given)
  A: 8	B: -3	C: 13	D: 12	E: 39	F: 7

(more compounds)
Field names: A = yeast sgs1 mgt1; B = bub3; C = yeast cln2 rad14; D = rad50; E = yeast mlh1 rad18; F = yeast mec2-1
CCN(CCO)CCNc1ccc(C)c2sc3ccccc3c(=O)c12
  A: 92*	B: 91*	C: 91*	D: 88*	E: .	F: 91*

Cc1ccc2nc(N(C)C)nc(N)c2c1
  A: -5	B: -8	C: -8	D: -8	E: -6	F: 2

O=C1NC(O)c2cccc(Cl)c2O1 (stereo not given)
  A: 83*	B: 95*	C: 98*	D: 89*	E: 98*	F: 92*

C/C=C1/C(=C/c2[nH]c(/C=c3\[nH]/c(=C/C4=NC(=O)C(CC)=C4C)c(C)c3CCC(=O)O)c(CCC(=O)O)c2C)NC(=O)C1C (stereo not given)
  A: -26	B: -1	C: 0	D: -15	E: -35	F: -21

COc1ccc(C(c2c(O)c3ccccc3n(C)c2=O)c2c(O)c3ccccc3n(C)c2=O)cc1
  A: -26	B: 1	C: -34	D: -39	E: -35	F: -19

Cc1nc(Cl)c(C)c(C(=O)O)n1
  A: -10	B: 7	C: -12	D: 7	E: 8	F: -8

CC1CCN(CCC(=O)c2cccc(O)c2)CC1
  A: 30	B: 16	C: 21	D: 48	E: 66	F: 36

Cc1ccnc(NCCN(C)C)c1
  A: 97*	B: 99*	C: 98*	D: 99*	E: 99*	F: 98*

N#CNC(N)=NCCO
  A: -37	B: -28	C: -12	D: -22	E: -21	F: -2

NC(=O)C(CNCc1ccccc1)NCc1ccccc1 (stereo not given)
  A: 3	B: 4	C: -8	D: -2	E: -11	F: 14

CC(=O)NC1C(OCc2ccccc2)OC(CO)C(O)C1OC(C)C(=O)N[C@@H](C)C(=O)N[C@H](CCC(=O)OCCNc1c2ccccc2nc2cccc([N+](=O)[O-])c12)C(N)=O (stereo not given in full)
  A: 90*	B: 89*	C: 90*	D: 87*	E: 87*	F: 91*

CCOc1c(N=Nc2ccccc2C)c(-c2ccccc2)nn1C(N)=S
  A: 5	B: -4	C: 25	D: 8	E: 8	F: 7

CC(=O)O[C@H]1CCCC[C@H]1c1ccccc1
  A: -24	B: -22	C: -5	D: -51	E: -24	F: -45

CN(C)C(=S)Oc1ccc([N+](C)(C)C)cc1
  A: 2	B: 3	C: -5	D: -4	E: -1	F: 4

CCc1c(CO)cnc(C)c1OP(=O)(O)O
  A: -18	B: -40	C: 4	D: -34	E: -23	F: -40

COC(=O)C(=O)CC(=O)c1cccc(Cl)c1
  A: 64	B: 83*	C: 22	D: 75*	E: 75*	F: 77*

CC(C)SSC(=O)N1CCCC1C(=O)O (stereo not given)
  A: -5	B: -1	C: -31	D: -2	E: -2	F: 3

N=C(N)SC1CC2CC1C1C=CCC21 (stereo not given)
  A: 16	B: 9	C: -19	D: 7	E: 16	F: -7

Cc1cc(C)cc(C(C)(C)C)c1
  A: 29	B: -13	C: 16	D: 34	E: 28	F: -4

Compound activity as filed in PubChem.

No enrichment for hits; any-hit rate near 15%.
